Tau fibril FP: qHTS for Inhibitors of Tau Fibril Formation, Fluorescence Polarization; Microtubule-associated protein tau (Homo sapiens), P10636; Potency, µM (series often up to 57.7 µM), for inactives: top-dose activity, negative = inhibition, most hits filed as inhibitors; AID 1468, 2008; actives 0.39% (n = 280,000); K18 P301L tau heparin fibrillization, Alexa594 FP, 6 h; also: nearly all actives have a fitted effect of over 55% in size
Target sequence (P10636 561-689 P618L limits assumed): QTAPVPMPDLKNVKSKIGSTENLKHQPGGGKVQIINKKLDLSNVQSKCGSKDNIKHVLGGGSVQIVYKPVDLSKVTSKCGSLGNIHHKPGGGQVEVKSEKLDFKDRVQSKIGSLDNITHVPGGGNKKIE
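FP of Alexa 594-tau after heparin (20 uM) induction. Substrate: human K18 P301L, 15 uM unlabeled, 0.24 uM labeled. Buffer 100 mM sodium acetate pH 7. 6 hr, 37 C.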
TR SRC2 fluor cs: Total Fluorescence Counterscreen for Inhibitors of the Interaction of Thyroid Hormone Receptor and Steroid Receptor Coregulator 2; TRb/SRC2 Texas Red total fluorescence interference; Potency, µM (series often up to 106 µM), for the others: at the top dose fluorescence change, negative = quenching; actives 0.29% (n = 280,000); active = well fitted curve in either direction with a large enough effect; inconclusive = small, poorly fitted or top-dose-only effect
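Human TRβ ligand-binding domain (0.6 uM) and Texas Red SRC2 peptide (20 nM) in Tris buffer with 1 uM T3 and 5% DMSO were incubated with pinned compound for 5 hr at ambient temperature. Total fluorescence was computed as S + 2P (555/632 nm).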
RGS12 GoLoco inh: qHTS Assay for Inhibitors of RGS12 GoLoco Motif Activity (Red Fluorophore); actives 0.44% (n = 230,000); AID 880, 2007; Potency, µM (doses to about 61.6 µM), for inactives: top-dose activity, negative = inhibition, hits mostly inhibitors; Guanine nucleotide-binding protein G(i) subunit alpha-1 (Homo sapiens), P63096; Gai1:RGS12 GoLoco peptide FP, rhodamine, 10 min; active = well fitted inhibition curve with a large enough effect, not every such curve was filed as active; inactive = no such curve, though single readings can be large or run the other way; also: nearly all actives have a fitted effect of over 30% in size; many of its hits are not listed in these tables
TRb-SRC2 inh: qHTS for Inhibitors of the Interaction of Thyroid Hormone Receptor and Steroid Receptor Coregulator 2. Thyroid hormone receptor beta (Homo sapiens), P10828. TRbeta-SRC2 peptide binding, fluorescence polarization; receptor liganded with 1 µM T3. Potency, µM (doses to about 106 µM), for the others: at the top dose activity change, negative = inhibition, most hits filed as inhibitors. actives 0.065% (n = 280,000);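 also: plate controls were bound peptide for no effect and peptide without receptor for full effect; nearly all actives have a fitted effect of over 50% in size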
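Fluorescence polarization of 20 nM Texas Red SRC2 peptide with 0.6 uM human TRb ligand-binding domain, in Tris buffer with 1uM T3 and 5% DMSO. Incubated 5 hr ambient; normalized to unbound and bound controls.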
Tau ThT inhib: qHTS for Inhibitors of Tau Fibril Formation, Thioflavin T Binding | AID 1460, 2008 | Microtubule-associated protein tau (Homo sapiens), P10636 | Potency, µM (top dose mostly 57.4 µM), inactives show at the highest dose activity, negative = inhibition, hits mostly inhibitors | actives 2.1% (n = 270,000) | recombinant tau K18 P301L (four-repeat tau fragment), heparin-induced fibrillization, ThT fluorescence; also: nearly all actives have a fitted effect of over 55% in size
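Heparin-induced fibrillization of the P301L-mutant K18 repeat-domain fragment of human tau was followed by ThT binding in quantitative high-throughput format.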
KDM4E inh: qHTS Assay for Inhibitors of Human Jumonji Domain Containing 2E (JMJD2E); Lysine-specific demethylase 4E (Homo sapiens), B2RXH2; JMJD2E catalytic domain, FDH-coupled NADH fluorescence (FDH is formaldehyde dehydrogenase); Potency, µM (top dose mostly 57.1 µM), without a hit: at the top dose activity change, negative = inhibition, hits mostly inhibitors; actives 1.6% (n = 230,000); active = well fitted inhibition curve with a large enough effect, not every such curve was filed as active; inconclusive = small, poorly fitted or top-dose-only effect, or another doubt; inactive = no such curve, though single readings can be large or run the other way;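 also: 0% = wells with enzyme and -100% = buffer wells without enzyme; nearly all actives have a fitted effect of over 50% in size; many of its hits are not listed in these tables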
RECQ1 helicase: qHTS Assay for Inhibitors of RecQ-Like Dna Helicase 1 (RECQ1); RECQ1 DNA unwinding, red fluorescence kinetic read; Potency, µM (highest dose often 57.3 µM), without a hit: at the highest dose activity, negative = inhibition, most hits filed as inhibitors; actives 0.54% (n = 240,000);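 also: plate controls were vehicle for no effect and no enzyme for full effect; nearly all actives have a fitted effect of over 30% in size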
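50 nM RECQ1T1 preincubated 15 min with compound in Tris pH 8.0 buffer with MgCl2, DTT, Tween-20 and 2.5 ug/ml poly(dI-dC); started with 200 nM TAMRA/BHQ-2 forked duplex and 2 mM ATP. Unwinding read as fluorescence (525/598 nm), two reads 2 h apart.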
L3MBTL1 inh: qHTS Assay for the Inhibitors of L3MBTL1. Lethal(3)malignant brain tumor-like protein 1 (Homo sapiens), Q9Y468. AlphaScreen L3MBTL1–H3K9me1 peptide binding. Potency, µM (series often up to 57.1 µM), for inactives: at the top dose activity, negative = inhibition, actives largely listed as inhibitors. actives 0.66% (n = 230,000); also: nearly all actives have a fitted effect of over 60% in size
Target sequence (Q9Y468 whole entry, looked up): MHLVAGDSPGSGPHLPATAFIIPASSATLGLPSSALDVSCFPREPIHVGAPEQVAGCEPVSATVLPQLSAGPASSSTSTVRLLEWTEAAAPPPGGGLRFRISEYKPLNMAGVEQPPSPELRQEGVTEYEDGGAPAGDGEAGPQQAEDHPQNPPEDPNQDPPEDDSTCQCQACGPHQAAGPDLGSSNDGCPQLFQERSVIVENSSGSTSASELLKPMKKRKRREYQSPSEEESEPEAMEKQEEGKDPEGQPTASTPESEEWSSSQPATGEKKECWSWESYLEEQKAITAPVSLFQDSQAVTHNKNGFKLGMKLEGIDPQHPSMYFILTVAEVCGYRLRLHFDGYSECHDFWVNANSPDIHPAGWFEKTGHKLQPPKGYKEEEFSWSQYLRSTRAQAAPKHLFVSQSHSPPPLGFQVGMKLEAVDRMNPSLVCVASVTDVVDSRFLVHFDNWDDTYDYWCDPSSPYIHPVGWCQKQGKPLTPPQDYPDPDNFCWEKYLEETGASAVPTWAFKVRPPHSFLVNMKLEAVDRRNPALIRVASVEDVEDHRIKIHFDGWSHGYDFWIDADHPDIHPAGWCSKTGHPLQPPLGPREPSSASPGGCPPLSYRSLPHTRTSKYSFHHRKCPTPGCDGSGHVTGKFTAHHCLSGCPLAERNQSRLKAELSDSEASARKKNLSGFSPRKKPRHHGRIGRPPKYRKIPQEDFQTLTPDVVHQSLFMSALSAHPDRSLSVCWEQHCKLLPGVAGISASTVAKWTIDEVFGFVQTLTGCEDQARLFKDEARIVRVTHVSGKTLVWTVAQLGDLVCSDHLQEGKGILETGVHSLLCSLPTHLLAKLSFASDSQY
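L3MBTL1 50 nM + b-AHA-H3(1-15)K9me1 75 nM, 30 min RT; compound added, 30 min RT; streptavidin donor/Ni-chelate acceptor beads 10 ug/mL each final, 30 min RT dark; AlphaScreen read.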
* marks the source's active call; other numbers are inactive results; i = inactive; ? = inconclusive; nt = no result given; & = joins results of further samples; [ ] = another dose, or the depositor's remark. Unless noted, calls follow the shape of the dose curve; as a rule, active = well fitted curve in the direction sought with a large enough effect; inconclusive = small, poorly fitted or top-dose-only effect, or another doubt; inactive = no such curve, though single readings can be large; an effect the other way counts as inactive or inconclusive. Unless noted, % is scaled to controls: 0 for no effect and ±100 for the full control effect; potency is read from the fitted curve at half-maximal effect. An excerpt; rates above refer to the full screens.

SMILES	Tau fibril FP	TR SRC2 fluor cs	RGS12 GoLoco inh	TRb-SRC2 inh	Tau ThT inhib	KDM4E inh	RECQ1 helicase	L3MBTL1 inh
COC(=O)c1ccc(Nc2cc(C)nc3ncnn23)cc1	3%	-2%	nt	-8%	-5%	7%	-6%	4%
CCOc1ccc(/C=C2\SC(=S)N(C)C2=O)cc1OC	-6%	-2%	1%	-7%	?	-6%	-8%	-12%
Clc1ccc(CN2CCN(c3ncnc4sc5c(c34)CCCC5)CC2)cc1Cl	0%	0%	nt	-4%	-10%	nt	nt	nt
C[C@H](NS(=O)(=O)c1ccccc1F)C(=O)OCC(=O)N1CCc2ccccc21	-5%	-1%	3%	-7%	-8%	7%	-14%	nt
CCOc1ccc(OCC)c(S(=O)(=O)N2CCCCC2C)c1 (stereo unspecified)	2%	-3%	-6%	9%	-13%	1%	-2%	1%
O=C(CCSCc1ccc(Cl)cc1)NCc1ccc(F)cc1Cl	?	-3%	nt	-1%	-13%	nt	nt	nt
Cc1ccccc1-c1nnc(-c2ccccc2C)o1	-6%	-3%	0%	-2%	-18%	-19%	-4%	-3%
CN(C)S(=O)(=O)c1cc(NC(=O)COC(=O)Cc2ccc(Br)cc2)ccc1Cl	?	3%	10%	-1%	3%	6%	-16%	8%
CCN(CC)CCCNC(=S)N(Cc1cccs1)Cc1cc2cc3c(cc2[nH]c1=O)OCCO3	4%	0%	29%	-3%	-14%	?	i	-13%
Cc1ccc2c(c1)[nH]c1c(N3CCN(Cc4ccc5c(c4)OCO5)CC3)ncnc12	10%	-3%	nt	-1%	?	?	-5%	-4%
CCCCNC(=O)NC1(C(F)(F)F)Oc2ccccc2O1	-3%	-4%	-8%	-5%	7%	-14%	i	nt
CCOC(=O)c1ccc(-n2ccnc2)c(NC(=O)c2cccc(Br)c2)c1	-8%	0%	0%	-12%	-9%	-1%	-3%	?
CCOC(=O)c1c(NC(=O)CSc2cccc[n+]2[O-])sc(C(=O)Nc2ccccc2)c1C	6%	-2%	42%[activator]	15%	-11%	-14%	-7%	-12%
COc1cc(NC(=O)C2CCCCC2)c(OC)cc1NC(=O)c1ccco1	?	0%	11%	6%	-13%	?	-1%	nt
Cc1cccc(Cn2c(CN3CCN(Cc4ccccc4)CC3)nc3c2c(=O)[nH]c(=O)n3C)c1	-7%	0%	8%	4%	-5%	7%	-9%	-4%

Next section, overlapping the part above by 7 compounds.
SMILES	Tau fibril FP	TR SRC2 fluor cs	RGS12 GoLoco inh	TRb-SRC2 inh	Tau ThT inhib	KDM4E inh	RECQ1 helicase	L3MBTL1 inh
CCN(CC)CCCNC(=S)N(Cc1cccs1)Cc1cc2cc3c(cc2[nH]c1=O)OCCO3	4%	0%	29%	-3%	-14%	?	i	-13%
Cc1ccc2c(c1)[nH]c1c(N3CCN(Cc4ccc5c(c4)OCO5)CC3)ncnc12	10%	-3%	nt	-1%	?	?	-5%	-4%
CCCCNC(=O)NC1(C(F)(F)F)Oc2ccccc2O1	-3%	-4%	-8%	-5%	7%	-14%	i	nt
CCOC(=O)c1ccc(-n2ccnc2)c(NC(=O)c2cccc(Br)c2)c1	-8%	0%	0%	-12%	-9%	-1%	-3%	?
CCOC(=O)c1c(NC(=O)CSc2cccc[n+]2[O-])sc(C(=O)Nc2ccccc2)c1C	6%	-2%	42%[activator]	15%	-11%	-14%	-7%	-12%
COc1cc(NC(=O)C2CCCCC2)c(OC)cc1NC(=O)c1ccco1	?	0%	11%	6%	-13%	?	-1%	nt
Cc1cccc(Cn2c(CN3CCN(Cc4ccccc4)CC3)nc3c2c(=O)[nH]c(=O)n3C)c1	-7%	0%	8%	4%	-5%	7%	-9%	-4%
Cc1ccc(-n2ncc(-c3nn[nH]n3)c2N)cc1	-2%	-2%	8%	-3%	-9%	1%	-3%	2%
COc1ccc(CNC(=O)CCc2c(C)nn(-c3ccc(N4CCOCC4)nn3)c2C)c(OC)c1	-8%	-1%	nt	1%	-7%	nt	nt	nt
Cc1cccc2cc(COC(=O)C3CCCCC3)c(=O)[nH]c12	-5%	-5%	3%	3%	-14%	-3%	-5%	-4%
O=C(O)/C=C\c1ccc(O)c(O)c1	nt	-5%[53 µM]	-35%[21.6 µM]	1%[53 µM]	nt	11µM*	2%[25.9 µM]	nt
Cc1ccc(C(O)P(=O)(OC2CCCCC2)OC2CCCCC2)cc1 (stereo unspecified)	2%	-3%	-19%	-4%	-7%	-2%	i	nt
COc1cccc(C2(O)CCN(C(=O)c3cccs3)CC2)c1	-2%	2%	0%	5%	-6%	-1%	-3%	9%
c1ccc(-c2nnc(OCCN3CCOCC3)c3ccccc23)cc1	0%	-7%	12%	3%	-2%	-3%	i	nt
O=C(COC(=O)CNC(=O)C1CCCCC1)Nc1ccc2c(c1)OCCO2	-4%	0%	1%	-6%	-9%	9%	-3%	23%
O=C(NNC(=O)C1CCCO1)c1ccc(Br)cc1 (stereo unspecified)	0%	3%	5%	0%	5%	2%	i	4%
O=C(Nc1ccc(C(=O)OCc2cc(=O)n3c4c(sc3n2)CCCC4)cc1)c1cccc(F)c1	?	-2%	nt	-2%	?	nt	nt	nt
S=C1NCCNC(=S)NCCOCCOCCOCCN1	0%	0%	-5%	-3%	0%	-5%	-1%	nt
CCC(=O)N1CCc2cc(S(=O)(=O)NC(CC(C)C)C(=O)NCCc3ccccc3)ccc21 (stereo unspecified)	-10%	-3%	nt	-1%	6%	nt	nt	nt
CC1CCCCN1C(=O)Cn1c(SCC(=O)N(C)c2ccccc2)nc2ccccc21 (stereo unspecified)	0%	1%	nt	-8%	-3%	nt	nt	nt
CCN(CC)S(=O)(=O)c1ccc(-c2nnc(SCC(=O)Nc3ccc(OC)c(OC)c3)o2)cc1	0%	0%	2%	-1%	-8%	-5%	-4%	nt
Cc1c(C(=O)N(Cc2ccc(N(C)C)cc2)C2CCS(=O)(=O)C2)oc2ccccc12 (stereo unspecified)	-2%&13%	0%&1%	-13%	-2%&0%	?	-11%	i	-17%
COc1cc(C2C(=O)N(C3CCCCC3)CC(=O)N2CCC2=CCCCC2)ccc1OC(C)C (stereo unspecified)	2%	-2%	nt	-4%	-4%	nt	nt	nt
O=C(Nn1cnnc1)c1cc2c(s1)CCCCC2	7%	-3%	4%	-17%	-6%	-3%	-11%	nt
Cc1nnc(SCc2cc([N+](=O)[O-])cc3c2OCOC3)n(N)c1=O	-4%	-3%	7%	3%	-1%	-4%	3%	-20%
Oc1ccc(-c2nnc(Nc3cccc(O)c3)c3ccccc23)cc1	12%	-1%	6%	4%	-24%	-12%	-12%	-16%
COc1ccc(OCC(=O)Nc2ccc(N3CCOCC3)cc2)c([N+](=O)[O-])c1	1%	-3%	-2%	-6%	?	6%	-2%	nt
CC(C)(C)c1ccc(C(=O)Nc2ccc(C=C(C#N)C#N)cc2)cc1	?	-1%	6%	10%	?	11µM*	-13%	3%
CNc1ncnc2ccc(-c3cccc(NS(C)(=O)=O)c3)cc12	-7%	0%	-2%	3%	-11%	-26%	14%	nt
COC(=O)c1ccc(C(=O)OC)c(NC(=O)COC(=O)C23CC4CC(CC(O)(C4)C2)C3)c1	-1%	-1%	6%	0%	-8%	-16%	-10%	nt
O=C(CN1C(=O)/C(=C/c2cccc(Br)c2)SC1=S)Nc1cccnc1	?	1%	15%	5%	?	2%	-14%	-7%
CC(=O)c1c(O)cc(O)cc1O	-2%	-8%	4%	-9%	-11%	-15%	-13%	nt
O=C(N/N=C/c1c(Cl)cccc1Cl)c1ccccc1F	-2%	-3%	-24%	-6%	-3%	-4%	-6%	21%
CC(NC(=O)c1ccc(N)cc1)c1ccccc1 (stereo unspecified)	0%	-2%	3%	-5%	-10%	0%	-6%	1%
COc1cccc(N2C(=O)CC(c3c[nH]c4ccccc34)C2=O)c1 (stereo unspecified)	5%	-1%	22%	1%	?	-2%	2%	-22%[11.4 µM]
Cc1ccc(NC(=O)CCn2cccc2)cc1C	-3%	0%	18%	-7%	-6%	6%	-4%	nt
CN(C(=O)c1ccccc1C(=O)OCC(=O)NCc1ccccc1)C1CCCCC1	5%	0%[53 µM]	-6%	3%[53 µM]	4%	-2%	i	2%
C=CCC1C=C(Cc2ccccc2)CC(CC=C)N1 (stereo unspecified)	8%	-1%	0%	4%	-14%	-14%	-5%	9%
COc1ccc(-c2cnc(C)o2)cc1S(=O)(=O)Nc1c(C)cc(C)cc1C	8%	-2%	nt	3%	-6%	nt	nt	nt
Cc1cc(C(C)(C)C)cc(S(=O)(=O)NCCO)c1C	-2%	-1%	-15%	-2%	4%	8%	3%	nt
CCN(CC)S(=O)(=O)c1ccc(/C(O)=C(\C#N)c2nc3ccccc3n2C)cc1	-5%	-5%	1%	1%	-5%	-14%	-7%	1%
COC(=O)[C@@]1(Cc2ccccc2)[C@H]2c3cc(C(=O)N4CCCC4)n(Cc4c(CO)[nH]cc(C)c4=O)c3C[C@H]2CN1C(=O)c1ccccc1	0%	-6%	-2%	-3%	?	?	0%	nt
